# Compound activity from PubChem.
# OX1R antag-1 – antagonists of human orexin 1 receptor (OX1R). O43613. OX1R-expressing cells, FRET antagonist read-out. inhibition, % at 6.6 µM. 1.8% of 330,000 active. AID 485270; in the data active = inhibition mostly above about 38%, no sharp cut-off; inactive = mostly below about 40%;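 note: 0% = agonist challenge alone and 100% = reference antagonist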
# Target sequence (O43613 whole entry, looked up): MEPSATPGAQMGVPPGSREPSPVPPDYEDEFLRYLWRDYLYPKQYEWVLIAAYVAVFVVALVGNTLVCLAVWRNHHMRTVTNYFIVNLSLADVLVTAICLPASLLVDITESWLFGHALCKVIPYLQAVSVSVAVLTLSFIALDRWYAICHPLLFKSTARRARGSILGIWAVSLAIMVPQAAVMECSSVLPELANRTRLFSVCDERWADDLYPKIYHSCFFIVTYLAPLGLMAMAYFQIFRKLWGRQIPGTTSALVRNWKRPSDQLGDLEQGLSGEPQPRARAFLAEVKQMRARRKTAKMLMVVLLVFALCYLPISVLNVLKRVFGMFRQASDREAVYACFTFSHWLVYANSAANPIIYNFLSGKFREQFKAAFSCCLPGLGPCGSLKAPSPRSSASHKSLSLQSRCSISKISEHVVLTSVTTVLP
# OX1R antag-2 – blocks the human orexin 1 receptor | CHO/OX1R cells, Fluo-8 calcium fluorescence, orexin A | inhibition, % at 5 µM | 0.43% of 330,000 active | AID 434989;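 active = inhibition above its plate's threshold, mean inhibition of all tested compounds on the plate plus 3 SD, cut at about 37% in these data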;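 note: 0% = orexin A challenge wells and 100% = SB-334867-A antagonist wells; not every result past the cut was called active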
# STK33 kinase inh – blocks human STK33 kinase activity | Q9BYT3 | purified STK33, MBP phosphorylation, ADP-Glo luminescence | inhibition, % at 10 µM | 0.073% of 320,000 active;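 active = inhibition at or above 25%, using the most active replicate where run in duplicate; inactive = inhibition below 25%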
# Target sequence (Q9BYT3 whole entry, looked up): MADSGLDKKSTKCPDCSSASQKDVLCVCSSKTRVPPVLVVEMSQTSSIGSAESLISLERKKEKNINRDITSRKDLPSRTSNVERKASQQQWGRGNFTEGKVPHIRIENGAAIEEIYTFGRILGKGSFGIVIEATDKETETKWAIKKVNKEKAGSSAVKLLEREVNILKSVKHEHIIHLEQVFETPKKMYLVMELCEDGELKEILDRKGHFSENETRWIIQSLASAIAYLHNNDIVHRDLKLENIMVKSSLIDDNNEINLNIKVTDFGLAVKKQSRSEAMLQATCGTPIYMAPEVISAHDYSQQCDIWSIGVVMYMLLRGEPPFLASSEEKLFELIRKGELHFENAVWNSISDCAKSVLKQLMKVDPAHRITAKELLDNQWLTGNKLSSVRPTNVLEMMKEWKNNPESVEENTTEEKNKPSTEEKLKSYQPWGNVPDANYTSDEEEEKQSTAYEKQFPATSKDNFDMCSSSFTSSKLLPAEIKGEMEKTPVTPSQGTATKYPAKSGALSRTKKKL
# Active calls of the source: *. No enrichment for hits; 2.2% or so of the library scored in one or more.
OX1R antag-1	OX1R antag-2	STK33 kinase inh	structure
17	11	-2.2	O=C(CNC(=O)C(c1ccccc1)c1ccccc1)N/N=C\c1ccc2c(c1)OCO2
3	-20	-0.3	COC(=O)Nc1c(C)n(C)n(-c2ccccc2)c1=O
13	-3	-3.0	CSCCC(N=C1NS(=O)(=O)c2ccccc21)C(=O)N1CCCC(C(N)=O)C1 (configuration not stated)
7	-6	-0.8	Cc1ccc(C(=O)NNC2=Nc3cccc4cccc2c34)cc1
6	-10	1.7	O=C(COC(=O)c1ccc(F)cc1F)Nc1ccc(Cl)cn1
41	-18	-0.8	Cc1ccc(C(=O)COC(=O)CSc2cccc3cccnc23)c(C)c1
2	-13	0.2	O=C(COC(=O)c1ccc(F)c(S(=O)(=O)N2CCOCC2)c1)NCc1ccco1
17	-3	-2.2	O=C1CCC(C(=O)OCc2c(Cl)cccc2Cl)N1 (configuration not stated)
5	-5	0.0	O=C(NNC1=C(C(=O)C(F)(F)F)CCC1)c1ccc(Cl)cc1
2	-21	-1.1	CCCc1cc(=O)[nH]c(SCC(=O)c2ccc3c(c2)NC(=O)CO3)n1
8	-21	-0.4	CC1(C)CC2CC(C)(CN2C(=S)Nc2ccccc2)C1 (configuration not stated)
29	-4	-0.4	COc1ccc(C(=O)Oc2cccc3cccnc23)cc1[N+](=O)[O-]
29	0	-1.5	Cc1ccc(NC(=O)N/C=C/c2ccc(Cl)cc2)cc1
6	-7	-0.1	c1ccc2c(c1)CCc1snnc1-2
-10	-18	0.4	CC(C)c1ccc(NC2=CC(=O)CC(C)(C)C2)cc1
18	6	0.6	CCc1cc(C(=O)O)c(NC(=O)c2cc(OC)c(OC)c(OC)c2)s1
1	-20	0.6	COc1cc(C2c3c([nH]c(=O)[nH]c3=O)Nc3ccc4ccccc4c32)ccc1O (configuration not stated)
12	-6	0.3	COc1ccc(CC(=O)NNS(=O)(=O)c2ccccc2[N+](=O)[O-])cc1
8	-3	0.2	CSc1ccc(C2CC(=O)Nc3c2c(=O)n(C)c(=O)n3C)cc1 (configuration not stated)
7	7	-0.2	O=C(CSc1n[nH]c(=O)n1C1CC1)Nc1ccccc1
6	-19	-0.9	CCCC(=O)N(CCN(C(=O)CCC)c1ccccc1)c1ccccc1
2	-14	-1.1	N#Cc1cnn(-c2cccc(Cl)c2)c1-n1cccc1
12	6	-1.0	Cc1cc(=O)[nH]c(SCC(=O)Nc2nc3c(s2)CCCC3)n1
23	-8	1.1	COC(=O)c1ccccc1NC=C1C(=O)OC2(CCCCC2)OC1=O
5	-8	-0.1	N#C/C(=C\c1cn(CC(=O)O)c2ccccc12)C(=O)NCc1ccccc1
2	-28	-1.0	CN(C)CCCOC(=O)N1c2ccccc2C=Cc2ccccc21
10	-8	-1.3	CC(=O)NCCNC(=O)c1cccc(NS(=O)(=O)c2ccc3c(c2)OCCO3)c1
30	-20	0.3	Cc1ccc(-n2c(C)cc(/C=N/NC(=O)CC3(C)OCCO3)c2C)cc1
11	-7	-1.1	O=S(=O)(Nc1ccc2nc(C(F)(F)F)[nH]c2c1)c1ccccc1
3	4	-0.9	CC1C(c2ccccc2)C(C#N)(C#N)C2(C#N)C(=O)NC1(N)C2C (configuration not stated)
35	-14	-0.2	CCOC(=O)Nc1ccc2c(c1)N(C(=O)CCN(CC)CC)c1ccccc1CC2
21	-15	0.9	CCc1ccc2nc(N3C(=O)C(O)=C(C(=O)c4ccco4)C3c3cccs3)sc2c1 (configuration not stated)
9	-18	0.2	Cc1cc(N2C(=O)C(O)=C(C(=O)c3ccco3)C2c2ccccc2F)no1 (configuration not stated)
6	-15	3.5	COc1ccccc1C(=O)Nc1ccc(N2CCN(C(C)=O)CC2)cc1
2	-14	0.3	Cn1c(NC(=O)c2ccco2)c(-c2ccccc2Cl)c(=O)c2ccccc21
3	-2	9.5	COC(=O)COC(=O)CC(CC(N)=O)c1ccccc1 (configuration not stated)
3	-28	-0.1	CCCN(C(=O)c1cc(S(=O)(=O)N2CCCCC2)ccc1Cl)C1CCS(=O)(=O)C1 (configuration not stated)
12	-27	-1.2	O=C(Nc1cccc(Cl)c1N1CCCC1)c1cc2ccccc2o1
1	-7	-1.7	Cc1cccc(Nc2nc3c(S(=O)(=O)c4ccccc4)nnn3c3ccccc23)c1C
11	-6	-1.4	CCOC(=O)/C(C#N)=C1/C=CN(Cc2ccccc2)C=N1
13	-10	-1.3	CN(c1ccccc1C(=O)Nc1cccc(Cl)c1Cl)S(C)(=O)=O
4	5	-0.4	COc1cc(OC)c(OC)cc1/C=C/c1cc(C(=O)O)c2ccccc2n1
13	-25	1.2	COc1ccc(CCNC(=O)C(C)n2nc(C)c3c(C)n(-c4ccc(C)cc4)nc3c2=O)c(OC)c1 (configuration not stated)
11	-37	-1.1	CCC(c1nnc(SCC(=O)Nc2cc(Cl)ccc2C#N)n1C1CCCCC1)N(C)C (configuration not stated)
2	26	1.1	CCCc1cc(-c2[nH]ncc2-c2ccc(C(=O)OCC)o2)c(O)cc1O
79*	-101	1.0	COC(=O)c1sccc1NC(=O)COc1ccccc1Cl
10	-20	-1.5	C[C@@H](Nc1nc(-c2ccccc2)nc2c1oc1ccccc12)C(=O)O
25	-5	0.3	COc1ccc(S(=O)(=O)Nc2ccc3c(c2)n(C)c(=O)n3C)cc1
14	-17	-0.4	CSc1nc2ccccc2n1Cc1cccc([N+](=O)[O-])c1
24	-22	4.0	C(=N\Nc1nc2ccccc2[nH]1)/c1ccccc1
13	-2	-1.2	CC1CN(c2c3c(nc4ncnn24)CCCC3)CC(C)O1 (configuration not stated)
14	-4	-2.0	Cc1ccc(NC(=O)CSc2nnnn2C)cc1S(=O)(=O)N(C)C
19	-26	-0.4	Cc1ccc2c(c1)N(CCC(=O)NCc1ccc3c(c1)OCO3)C(=O)CO2
18	2	-3.6	O=C(NC(=S)N1CCN(c2nc(-c3ccccc3)cs2)CC1)c1cncc(Br)c1
14	-13	-1.8	CCOC(=O)c1c(NC(=O)CSc2nnnn2CC)sc(C)c1C
8	-26	-0.9	Cc1ccc(NC(=O)c2ccc(OCC3CCCO3)cc2)nc1 (configuration not stated)
17	-17	1.0	COc1ccccc1-c1nc2cc3ccccc3cc2nc1-c1ccccc1
17	2	1.1	Clc1ccc(-c2nc3cnccn3c2NC2CCCC2)cc1
11	-14	0.4	Cc1onc(-c2c(Cl)cccc2Cl)c1C(=O)NCc1ccc(S(N)(=O)=O)cc1
4	-5	0.7	O=C(O)C1CSC2(c3ccc(F)cc3)CCC(=O)N12 (configuration not stated)

# (listing goes on)
OX1R antag-1	OX1R antag-2	STK33 kinase inh	structure
19	-12	-2.2	COc1ccc2[nH]c(=O)c(CN(C)C(=O)COc3ccccc3)cc2c1
-4	-8	0.0	COc1cc(-c2nnc(COC(=O)c3cc(C)no3)o2)cc(OC)c1OC
27	-6	-0.9	CCOC(=O)C1CCCN(S(=O)(=O)c2ccc(-n3cnnn3)c(C)c2)C1 (configuration not stated)
20	-9	-0.4	CSc1ncc(CN2CCN(C3CCCCC3)C(CCO)C2)cn1 (configuration not stated)
17	-22	-0.1	Cc1ccc(S(=O)(=O)NCc2ccccc2)cc1C(=O)NCc1ccccn1
9	3	0.1	CC(=O)c1ccc(O)c(CO)c1
4	-8	3.7	COc1ccc(OC)c(-c2csc(NC(=O)COC(=O)C3CCC3)n2)c1
10	-9	-1.9	O=C(COC(=O)c1cccnc1Cl)NCCc1ccc(F)cc1
1	-12	2.7	COC(=O)c1ccc(C(=O)OC)c(NC(=O)c2cnc3n(c2=O)CCS3)c1
3	-7	-1.5	CCOC(=O)CC1=C(C(=O)OCC)C(c2cccnc2)C(C#N)=C(N)O1 (configuration not stated)
15	0	-0.6	Cc1cc(C)cc(OCC(=O)NNC(=O)c2ccoc2C)c1
32	-13	-2.1	COCCN(Cc1ccc(C)c(Br)c1)C(=O)Cn1cnc(S(=O)(=O)N2CCCC2)c1
21	-28	0.8	CCc1nn(CCCC(=O)NCc2ccc(C)cc2)c(=O)c2cc3occc3n12
18	-16	-0.4	CCC(CC)Nc1ccc(C(CC(N)=O)NC(=O)c2ccccc2)cc1[N+](=O)[O-] (configuration not stated)
12	-14	-2.8	CCOCCCNc1ncc2c(n1)CC(c1ccc(C)cc1)CC2=O (configuration not stated)
9	-9	-4.6	CCOc1ccc2[nH]c(C)c(CN3CCN(CC)CC3)c(=O)c2c1
6	-39	-1.3	COc1ccccc1N1C(=O)c2ccc(C(=O)Nc3ccccc3O)cc2C1=O
12	1	0.8	Nc1nc2n(n1)C(c1ccco1)CC(c1ccccc1)N2 (configuration not stated)
17	-2	-1.1	COc1ccc(-c2nonc2NC(=O)c2ccco2)cc1OC
15	-11	0.4	O=C(NCN1C(=O)C2C3C=CC(C3)C2C1=O)Nc1ccccc1O (configuration not stated)
12	-8	0.2	Cc1ccc(SCc2ccc(C(=O)N3CCCCC3)cc2)cc1
10	-22	-0.4	Cc1cccc(N(CC(=O)NCc2ccco2)C(=O)CCC(=O)Nc2ccccn2)c1C
21	-7	-0.4	CC(=O)Nc1ccc(-c2cc(NC(C)=O)n(-c3ccccc3)n2)cc1
9	-26	1.3	O=C1Nc2ccccc2/C1=C/c1ccccc1F
6	-18	-1.9	Cc1ccc(OC(C)C(=O)N2CCCc3ccccc32)cc1 (configuration not stated)
22	-19	-0.3	COc1ccc(C2N=C(N)N=C(N)N2c2ccccc2OC)cc1OC (configuration not stated)
11	-24	-2.2	CSc1ccc(CN(C)CC(=O)N(C)CC(=O)Nc2ccccc2Br)cc1
7	-6	-1.1	CN=C(Nc1cccc(Cl)c1)SC1CC(=O)N(c2ccc(OC)cc2)C1=O (configuration not stated)
5	-32	-2.1	C=C(C)n1c(=O)n(Cc2ccc(C)cc2)c2ccccc21
3	-2	0.7	CC(=O)c1cccc(NC(=O)C2CCN(S(=O)(=O)c3ccccc3)CC2)c1
24	-9	-0.5	COc1ccc(C(=O)Nc2ccc3ccccc3c2)cc1OC
7	-30	-0.4	CN1CCN(C(CNS(=O)(=O)c2ccc(Br)cc2)c2ccc3c(c2)OCO3)CC1 (configuration not stated)
20	-5	1.9	O=C(Nc1nc2c(s1)CCCC2)c1ccc(N2C(=O)CCC2=O)cc1
12	-51	1.6	CC(C)CC1Nc2ncnc(N3CCN(c4ccccc4)CC3)c2N(Cc2ccc(Cl)cc2)C1=O (configuration not stated)
14	-20	-0.6	O=C(/C=C/c1c(Cl)cccc1Cl)Nc1ccncc1
10	2	-1.3	COc1ccc(/C=N/NS(=O)(=O)c2ccccc2)cc1OS(=O)(=O)c1ccccc1
8	-21	-0.1	COc1ccc(C2Nc3ccccc3C(=O)N2NC(=O)c2ccccc2)cc1OC (configuration not stated)
2	-6	-0.6	CCOC(=O)c1c(NC(C)=O)sc(/C(C)=N/Nc2ccc(C(=O)O)cc2)c1C
10	-29	-0.8	Clc1ccc(COc2ccccc2CNCc2cccnc2)cc1
16	-21	0.8	Cc1ccccc1S(=O)(=O)Cc1ccc(C(=O)NCc2cccs2)o1
-1	-11	0.8	Cc1c(C(=O)NCC(C)(C)N2CCOCC2)oc2ccccc12
18	-22	-0.4	Cc1sc2nc(CSc3nnc(Cc4cccs4)n3C3CCCCC3)[nH]c(=O)c2c1C
6	-13	-0.6	C=CCn1c(SCC(=O)N2CCOCC2)nc(O)c(Cc2ccccc2)c1=O
45	6	-0.7	COc1ccc(/C=C2\N=C(C)OC2=O)cc1[N+](=O)[O-]
0	-6	0.4	COc1ccc(NS(=O)(=O)c2ccc(C)c(C(=O)NCCCN3CCCC3=O)c2)cc1
17	-16	-0.1	CC(=O)Nc1ccc2nc(CN3CCN(CC=C(C)C)C(CCO)C3)ccc2c1 (configuration not stated)
18	-6	-0.7	COc1ccc(C(=O)NCCc2ccc(S(N)(=O)=O)cc2)cc1OC
14	-3	-1.8	N/C(=N\O)c1ccc(N2CCN(c3ncccc3C(F)(F)F)CC2)nc1

# 17 compounds already listed, ordered by length of the SMILES, highest first:
OX1R antag-1	OX1R antag-2	STK33 kinase inh	structure
13	-25	1.2	COc1ccc(CCNC(=O)C(C)n2nc(C)c3c(C)n(-c4ccc(C)cc4)nc3c2=O)c(OC)c1 (configuration not stated)
12	-51	1.6	CC(C)CC1Nc2ncnc(N3CCN(c4ccccc4)CC3)c2N(Cc2ccc(Cl)cc2)C1=O (configuration not stated)
32	-13	-2.1	COCCN(Cc1ccc(C)c(Br)c1)C(=O)Cn1cnc(S(=O)(=O)N2CCCC2)c1
17	11	-2.2	O=C(CNC(=O)C(c1ccccc1)c1ccccc1)N/N=C\c1ccc2c(c1)OCO2
18	-22	-0.4	Cc1sc2nc(CSc3nnc(Cc4cccs4)n3C3CCCCC3)[nH]c(=O)c2c1C
35	-14	-0.2	CCOC(=O)Nc1ccc2c(c1)N(C(=O)CCN(CC)CC)c1ccccc1CC2
30	-20	0.3	Cc1ccc(-n2c(C)cc(/C=N/NC(=O)CC3(C)OCCO3)c2C)cc1
3	4	-0.9	CC1C(c2ccccc2)C(C#N)(C#N)C2(C#N)C(=O)NC1(N)C2C (configuration not stated)
-4	-8	0.0	COc1cc(-c2nnc(COC(=O)c3cc(C)no3)o2)cc(OC)c1OC
29	-4	-0.4	COc1ccc(C(=O)Oc2cccc3cccnc23)cc1[N+](=O)[O-]
16	-21	0.8	Cc1ccccc1S(=O)(=O)Cc1ccc(C(=O)NCc2cccs2)o1
6	-10	1.7	O=C(COC(=O)c1ccc(F)cc1F)Nc1ccc(Cl)cn1
8	-26	-0.9	Cc1ccc(NC(=O)c2ccc(OCC3CCCO3)cc2)nc1 (configuration not stated)
4	-5	0.7	O=C(O)C1CSC2(c3ccc(F)cc3)CCC(=O)N12 (configuration not stated)
3	-20	-0.3	COC(=O)Nc1c(C)n(C)n(-c2ccccc2)c1=O
14	-20	-0.6	O=C(/C=C/c1c(Cl)cccc1Cl)Nc1ccncc1
24	-22	4.0	C(=N\Nc1nc2ccccc2[nH]1)/c1ccccc1
